Assay outcomes: PubChem, several laboratories
eIF4E-4G inh: eIF4E–eIF4G protein interaction inhibitors, primary screen, biochemical, uHTS, TR-FRET, eIF4GI fragment; Eukaryotic translation initiation factor 4E (Mus musculus) + Eukaryotic translation …; TR-FRET eIF4E-eIF4GI(517-606) binding, 2 h; inhibition, % at 21.7 µM; 220,000 tested, 0.37% active; AID 782, 2007;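 active means inhibition above about 30%, limit read from the data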;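 further: 0% = full FRET control wells and 100% = background wells lacking eIF4GI fragment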
Wee1 stabilizer: Wee1 degradation inhibitors, primary screen, cell-based, HeLa, Wee1K328M-luciferase, luminescence; AID 1321, 2008; 220,000 tested, 1.2% active; HeLa Luc-Wee1K328M stability; 100% = proteasome inhibitor MG132 effect; reporter increase, % at 5 µM;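 active means activation above the mean of all tested compounds plus 3 SD, set per screening run, cut at about 8.8% in these data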;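 further: cells exposed to compound for 20 h before luminescence read; 0% = DMSO alone and 100% = MG132 at 30 µM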
Target sequence (P30291 whole entry K328M): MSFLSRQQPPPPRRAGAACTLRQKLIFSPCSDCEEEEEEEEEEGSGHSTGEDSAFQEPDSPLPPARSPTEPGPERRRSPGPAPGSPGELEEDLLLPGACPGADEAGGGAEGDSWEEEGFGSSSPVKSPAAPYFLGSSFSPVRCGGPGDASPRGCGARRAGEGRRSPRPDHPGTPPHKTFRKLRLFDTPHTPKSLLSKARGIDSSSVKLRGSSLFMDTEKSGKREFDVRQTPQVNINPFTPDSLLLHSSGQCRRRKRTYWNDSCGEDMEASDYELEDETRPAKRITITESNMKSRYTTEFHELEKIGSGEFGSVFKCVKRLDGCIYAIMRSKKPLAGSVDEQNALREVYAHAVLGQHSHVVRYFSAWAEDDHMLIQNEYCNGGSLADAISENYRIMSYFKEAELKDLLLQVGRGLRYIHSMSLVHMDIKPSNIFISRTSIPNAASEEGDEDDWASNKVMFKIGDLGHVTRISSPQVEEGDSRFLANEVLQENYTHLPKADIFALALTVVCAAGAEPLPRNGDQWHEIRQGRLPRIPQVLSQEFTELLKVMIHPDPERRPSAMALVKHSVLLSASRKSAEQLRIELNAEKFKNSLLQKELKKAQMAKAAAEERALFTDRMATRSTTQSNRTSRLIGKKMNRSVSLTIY
S1P4 antag: S1P4 receptor antagonists, primary screen, cell-based; S1P4-expressing cells, antagonist mode, reporter read-out; inhibition, % at 4.98 µM; 220,000 tested, 0.26% active; AID 1510, 2009; in the data active means inhibition above about 29%;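 further: 0% = wells stimulated with agonist and 100% = vehicle wells without agonist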
Ba/F3 V617F tox: reduced viability of JAK2V617F-dependent Ba/F3 cells, primary screen, JAK2V617F inhibitor project, cell-based, Ba/F3 EpoR-JAK2V617F, luminescence | ATP luminescence | AID 1446, 2008 | 220,000 tested, 1.1% active | inhibition, % at 5.6 µM;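 active means inhibition above the campaign mean plus 3 SD over all tested compounds, cut at about 24% in these data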;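 further: cytokine-independent growth of Ba/F3 cells driven by EpoR plus mutant JAK2; 0% = DMSO-treated cells and 100% = JAK inhibitor I control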
NPY-Y2 PAM-ag: NPY-Y2 potentiators or agonists, primary screen, cell-based; Neuropeptide Y receptor type 2 (Homo sapiens), P49146; cells expressing NPY-Y2, potentiator/agonist read-out; activation, % at 3.6 µM; 220,000 tested, 0.45% active; AID 1359, 2008; in the data active means activation above about 27%;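 further: cells stimulated with NPY near EC25 plus isoproterenol at EC100; 0% = vehicle plus submaximal agonist and 100% = vehicle plus saturating agonist; some results beyond the cut were filed as inactive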
Target sequence (P49146 whole entry, looked up): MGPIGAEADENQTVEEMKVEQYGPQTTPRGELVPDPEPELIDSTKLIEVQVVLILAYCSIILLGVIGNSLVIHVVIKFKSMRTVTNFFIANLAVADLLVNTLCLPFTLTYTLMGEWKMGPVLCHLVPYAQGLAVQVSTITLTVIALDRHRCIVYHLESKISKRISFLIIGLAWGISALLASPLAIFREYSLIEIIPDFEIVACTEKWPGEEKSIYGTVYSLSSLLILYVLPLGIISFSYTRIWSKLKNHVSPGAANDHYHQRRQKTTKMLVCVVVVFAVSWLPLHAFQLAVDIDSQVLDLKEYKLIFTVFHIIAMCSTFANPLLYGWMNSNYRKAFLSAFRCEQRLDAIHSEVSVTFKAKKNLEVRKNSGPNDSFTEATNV
MDM2 E3 inh: MDM2-luciferase reporter signal enhancers, primary screen, MDM2 E3 ligase inhibitor project, cell-based, luminescence, 1536-well | signal enhancement, % at 5 µM | E3 ubiquitin-protein ligase Mdm2 (Homo sapiens), Q00987 | cell-based MDM2 ubiquitination luciferase reporter, 2 h; 0 = plate control, 100 = twice control, blank-subtracted | 210,000 tested, 0.11% active;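 active means signal enhancement of 30% or more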;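 further: luminescence tracks abundance of the self-degrading MDM2-luciferase fusion protein; higher signal means inhibition of MDM2 E3 ligase activity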
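system = mammalian cells stably expressing self-ubiquitinating, self-degrading MDM2 E3–luciferase fusion | quantity = 2000 cells per well seeded | incubation = 4 h cell settling then 2 h compound exposure, 37 °C | signal = SteadyLite luminescence, 15 min reagent step | benchmarks = plate control and blank wells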
S1P4 ag: S1P4 receptor agonists, primary screen, cell-based; AID 1509, 2009; activation, % at 4.98 µM; 220,000 tested, 0.35% active; Sphingosine 1-phosphate receptor 4 (Homo sapiens), O95977; S1P4-expressing cell line, agonist reporter assay; in the data active means activation above about 11%;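 further: 0% = DMSO vehicle and 100% = reference agonist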
PERK inh: block of dimerizer-induced PERK translation repression, primary screen, PERK inhibitor project, CHO PERK-DD cells, SEAP luminescence, HTS | Eukaryotic translation initiation factor 2-alpha kinase 3 (Homo sapiens), Q9NZJ5 | CHO PERK-DD fusion, SEAP luminescence translation reporter | inhibition, % at 5.6 µM | 220,000 tested, 0.17% active;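 active means inhibition above the mean inhibition of all tested compounds plus 3 SD, set separately per screening campaign, cut at about 2.9% in these data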;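 further: PERK kinase domain activated by AP20187 dimerizer at 100 nM; 0% = DMSO with dimerizer and 100% = rapamycin at 8.4 µM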
BaF3 tox: parental Ba/F3 cell viability inhibition, counter-screen for JAK2V617F inhibitor project, murine pro-B, CellTiter-Glo luminescence. AID 1486, 2009. inhibition, % at 5.6 µM. 220,000 tested, 1.1% active. CellTiter-Glo ATP luminescence;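 active means inhibition above a per-campaign cutoff, the mean inhibition of all tested compounds plus 3 SD, cut at about 27% in these data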;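 further: 0% = DMSO wells and 100% = JAK Inhibitor I control wells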
An asterisk follows results filed as active; . = not tested or not shown; [ ] = remark or other dose.

SMILES	eIF4E-4G inh	Wee1 stabilizer	S1P4 antag	Ba/F3 V617F tox	NPY-Y2 PAM-ag	MDM2 E3 inh	S1P4 ag	PERK inh	BaF3 tox
CCOc1ccc(S(=O)(=O)N2CCN(c3ccccc3OC)CC2)c2cccnc12	1	-4	-13	2	-2	-14	0.6	-0.8	6
C1CCc2c(nc3nnnn3c2NC2CCCC2)C1	0	-3	-19	0	-3	-3	1.1	-0.2	2
CCCCN(CCCC)C(=O)CSc1nnc2n(C)c(=O)c3c4c(sc3n12)CCCC4	2	5	-12	4	-4	6	-1.9	-0.8	12
COc1cc(C(=O)Oc2ccc3c(c2)OCC3=O)cc(OC)c1OC	-6	3	-12	3	3	7	0.3	0.3	3
COc1ccc(NC(=O)C2CC(=O)N(Cc3ccc(C)cc3)C2)cc1S(=O)(=O)N1CCCCC1 (stereo not drawn)	0	4	5	2	19	-9	0.7	-0.3	5
CCN1C(=O)/C(=C\N(C(C)=O)c2ccccc2)OC1=S	7	2	14	1	-13	-12	-0.9	-0.4	2
O=[N+]([O-])c1ccc(OS(=O)(=O)Cc2ccccc2)cc1	-1	3	-25	0	-10	-11	1.6	0.2	1
CSc1c(CC(=O)Nc2ccccc2)n(Cc2ccccc2)c2ccccc12	0	2	-21	4	0	-10	3.2	0.0	3
Cc1c(N=C/C=C/c2ccccc2)c(=O)n(-c2ccccc2)n1C	-12	-4	-9	-2	10	-22	-0.3	0.0	3
Cc1ccc(-c2cc(C(=O)N/N=C/c3c[nH]c4ccccc34)n[nH]2)o1	1	-1	-16	1	10	-9	-0.2	0.7	6
COC(=O)N1N=C(c2ccccc2)CC1(O)C(F)(F)F (stereo not drawn)	9	0	-19	0	-7	-17	-1.3	1.0	8
O=C1/C(=C/c2ccc(N3CCCC3)cc2)NC(=S)N1C1CC1	2[fluorescence artefact?]	2	13	1	-6	-2	-4.9	1.4	5
Cc1ccc(NC(=O)NCc2c(C)nn(C)c2C)cc1Cl	4	18*	2	0	-4	-1	-0.2	1.3	6
CCCCCn1c(C(C)NC(=O)CCC)nc2ccccc21 (stereo not drawn)	3	-1	-15	3	4	-7	-0.1	-1.3	1
Cc1ccc(S(=O)(=O)NCCC(=O)Nc2ccc(C)cc2C(=O)c2ccccc2)cc1	1	1	-3	-4	-5	.	-2.2	-0.6	6
COC(=O)[C@H](CCSC)NC(=O)N1CCN(c2cccc(C(F)(F)F)c2)CC1	3	4	-28	-2	11	3	-0.2	-0.5	0
NC(=S)Cc1ccccc1Cl	-1	1	17	-1	-6	-9	1.4	1.6	-5
CC1(C)N=C(SCC(=O)Nc2ccc(Cl)cc2)C(c2ccccc2)=N1	7	0	13	-3	-8	-1	-3.9	-0.8	3
CCOC(=O)Cc1csc(Nc2c(C)n(C)n(-c3ccccc3)c2=O)n1	10	-4	2	1	8	6	-1.1	1.7	-1
O=C(Cc1ccc(Br)cc1)Nc1ccc(S(=O)(=O)NCC2CCCO2)cc1 (stereo not drawn)	-2	-2	-10	-2	19	-9	2.8	0.3	5
O=C(CN1CCOCC1)N/N=C/c1ccc(-c2cccc(Cl)c2Cl)o1	4	1	1	-1	0	-6	-1.5	0.5	-3
O=C(O)C1=C(OCc2ccccc2)C(=O)NCC1	1	2	-3	1	-6	-1	1.0	0.9	3
O=c1oc(-c2ccc(Cl)c(Cl)c2)nn1-c1ccc(C(F)(F)F)cn1	2	0	-17	-1	0	-12	1.4	0.2	-3
Cc1ccc(C(=O)CSc2ccccn2)cc1	1	3	-1	-4	21	-25	-1.7	2.5	3
CCCC(C(=O)NCc1ccco1)N(C(=O)CNS(=O)(=O)c1ccc(Cl)cc1)C1CCCC1 (stereo not drawn)	11	1	3	0	25	-13	-3.2	-0.6	6

Sorted by number of heavy atoms (smallest number first): part of the list above
SMILES	eIF4E-4G inh	Wee1 stabilizer	S1P4 antag	Ba/F3 V617F tox	NPY-Y2 PAM-ag	MDM2 E3 inh	S1P4 ag	PERK inh	BaF3 tox
NC(=S)Cc1ccccc1Cl	-1	1	17	-1	-6	-9	1.4	1.6	-5
O=[N+]([O-])c1ccc(OS(=O)(=O)Cc2ccccc2)cc1	-1	3	-25	0	-10	-11	1.6	0.2	1
Cc1ccc(NC(=O)NCc2c(C)nn(C)c2C)cc1Cl	4	18*	2	0	-4	-1	-0.2	1.3	6
CCCCCn1c(C(C)NC(=O)CCC)nc2ccccc21 (stereo not drawn)	3	-1	-15	3	4	-7	-0.1	-1.3	1
Cc1c(N=C/C=C/c2ccccc2)c(=O)n(-c2ccccc2)n1C	-12	-4	-9	-2	10	-22	-0.3	0.0	3
Cc1ccc(-c2cc(C(=O)N/N=C/c3c[nH]c4ccccc34)n[nH]2)o1	1	-1	-16	1	10	-9	-0.2	0.7	6
CCOC(=O)Cc1csc(Nc2c(C)n(C)n(-c3ccccc3)c2=O)n1	10	-4	2	1	8	6	-1.1	1.7	-1
COC(=O)[C@H](CCSC)NC(=O)N1CCN(c2cccc(C(F)(F)F)c2)CC1	3	4	-28	-2	11	3	-0.2	-0.5	0
CCOc1ccc(S(=O)(=O)N2CCN(c3ccccc3OC)CC2)c2cccnc12	1	-4	-13	2	-2	-14	0.6	-0.8	6
CCCCN(CCCC)C(=O)CSc1nnc2n(C)c(=O)c3c4c(sc3n12)CCCC4	2	5	-12	4	-4	6	-1.9	-0.8	12
CCCC(C(=O)NCc1ccco1)N(C(=O)CNS(=O)(=O)c1ccc(Cl)cc1)C1CCCC1 (stereo not drawn)	11	1	3	0	25	-13	-3.2	-0.6	6

Next compounds
SMILES	eIF4E-4G inh	Wee1 stabilizer	S1P4 antag	Ba/F3 V617F tox	NPY-Y2 PAM-ag	MDM2 E3 inh	S1P4 ag	PERK inh	BaF3 tox
CSC1=NCCN1C(=O)Cc1ccc(-c2ccccc2)cc1	-4	-1	-3	0	8	5	0.0	0.6	8
O=C(CN(CC1CCCO1)C(=O)CNS(=O)(=O)c1ccc(Cl)cc1)NCCc1ccccc1 (stereo not drawn)	-2[fluorescence artefact?]	2	-6	0	8	-15	0.4	-0.2	9
Cc1ccc(CCNC(=O)c2coc3nc4ccccc4nc23)cc1	-69	1	-14	1	-9	-16	-0.3	0.2	2
Cc1cc(C)n2c(SCC#N)nnc2n1	1	-2	1	-3	7	-4	-0.3	1.5	2
COc1ccc(C)cc1S(=O)(=O)N1CCC(C(=O)N2CCN(C)CC2)CC1	6	2	13	2	12	-10	0.1	0.4	11
COc1c(Br)cc([N+](=O)[O-])c(OC)c1C(=O)NC(=O)Nc1cc(Cl)cc(Cl)c1	1	2	9	-1	-1	-4	-1.2	0.0	-1
Cc1ccc(N2C(=O)[C@@H]3C(C(=O)CN4C(=O)c5ccccc5C4=O)=NN[C@@H]3C2=O)c(C)c1	2	3	-4	2	5	-8	1.2	-0.8	-1
CCOc1cc(C(=O)OCC(=O)Nc2cc(C)on2)cc(OCC)c1OCC	-5	3	1	-3	14	-15	-0.9	0.3	0
CNC(=S)NNC(=O)CCn1nc(C)c(Br)c1C	4	1	-24	0	0	7	0.6	-0.1	3
COc1cccc(CNc2ccc(C(=O)O)cc2)c1OCc1ccccc1	2	-1	-10	3	6	-14	3.1	-0.4	-3
Cc1ccc(S(=O)(=O)NCC(=O)OCC(=O)c2ccc(Br)s2)cc1	-13	0	-2	-4	-8	-5	0.8	0.1	3
COc1ccc2[nH]c(O)c(NC(C)=O)c2c1	8[fluorescence artefact?]	-2	6	0	3	-23	-0.2	1.2	3
COC(=O)C(NC(C)=O)(Nc1nc2c(C)cc(C)cc2s1)C(F)(F)F (stereo not drawn)	2[fluorescence artefact?]	2	0	0	9	3	0.6	-0.1	6
O=C1OCCC1N1C(=O)c2ccccc2S1(=O)=O (stereo not drawn)	-5	1	-8	-1	20	-15	-3.9	2.0	2
COc1ccccc1NC(=O)Nc1ccccc1N1CCOCC1	3	-2	-7	-3	-9	-7	1.3	-0.6	-5
O=C(Nc1nccs1)C1CC(=O)N(c2ccc(Cl)cc2)C1 (stereo not drawn)	1	-3	-12	-1	13	11	-0.6	0.2	5
CC(C)(C)c1cnnn1-c1ccc(NC(=O)c2ccc3c(c2)OCO3)cc1	-3	0	0	-2	4	-6	1.5	-0.7	5
C#CCOCCOCCOCCNc1nc(N2CCN(C(=O)[C@H](CCCCN)n3cc(C(N)[C@H](C)CC)nn3)CC2)nc(N2CCN(C(=O)[C@H](CCC(=O)O)n3cc(C(N)[C@H](C)CC)nn3)CC2)n1 (stereo partly drawn)	-2	0	-19	-4	14	.	0.3	1.0	0
CCN(CC)C(=O)N1CCC(NC(=O)c2ccccc2)CC1	2	0	-17	-1	-1	.	2.3	-0.7	6
COc1cccc(C(=O)Nc2c(F)cccc2F)c1	0	-1	-6	5	-17	-4	0.7	0.8	10
COc1ccc(C(NC(N)=O)c2ccccc2)cc1 (stereo not drawn)	5	0	-16	-1	-10	-1	0.1	0.1	0
COc1ccc(-c2n[nH]c(C)c2-c2cc(OC)ccc2O)cc1	-7	3	-9	3	1	-3	1.1	-0.4	4
O=C(CSc1n[nH]c(=O)n1-c1ccc2c(c1)OCCO2)Nc1ccccc1	-9	0	-5	-1	9	-6	-0.5	0.6	-4
CCn1c(SCC(=O)Nc2cccc(C)c2)nc2c(c1=O)SC(C)C2 (stereo not drawn)	-3	-1	-1	0	-8	-4	0.0	-0.1	3
C=CCc1ccccc1OCC(O)CN(CC)CC (stereo not drawn)	-6	-2	-13	-1	89*	-7	1.0	-1.2	5
COC(=O)c1ccc(C(C2C(=O)CC(C)(C)CC2=O)C2C(=O)CC(C)(C)CC2=O)cc1	1	-2	8	-3	15	-1	0.2	-0.6	-1
O=C1Nc2ccccc2N=C(c2ccccc2)C1Br (stereo not drawn)	9	-2	11	7	-9	-90	-1.5	-0.1	12
O=C(CSc1nnc2n1CCCN2)c1ccccc1	-7	1	5	8	-10	-4	0.4	0.6	-1
O=c1cc(CSc2nnc(COc3ccc(Cl)cc3)o2)c2ccccc2[nH]1	-8	2	-11	0	-19	-12	-3.0	0.6	3
